Screening results from PubChem.
DNA FID counter – fluorescent intercalator displacement, NS3 helicase counter-screen | DNA fluorescent intercalator displacement, fluorescence | inhibition, % at 7.9 µM | actives 0.17% (n = 290,000) | AID 1845; in the data active = inhibition above about 37%;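 note: 0% = vehicle and 100% = reference compound; higher means more ethidium bromide displaced from hairpin DNA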
HCV NS3 hel inh – HCV NS3 helicase inhibition; NS3 helicase DNA unwinding, Cy5 molecular beacon fluorescence; inhibition, % at 10.9 µM; actives 0.56% (n = 290,000);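 active = inhibition above the mean of all tested compounds plus 3 SD, set per campaign, cut at about 35% in these data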;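 note: 0% = DMSO wells and 100% = thioflavine S control wells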
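Control set: DMSO versus 110 µM thioflavine S; Material: NS3 helicase fragment of HCV; Measured by: Cy5 fluorescence at 0 and 60 min, beacon hairpin quenching; Read-out basis: percent inhibition from t60/t0 fluorescence ratio; Times: reaction time 60 min, 25 °C; Repeats: single replicate; Compound dosing: single dose, 10.9 µM nominal final, DMSO 0.8% final.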
VIM-2 inhibitor – blocks Pseudomonas aeruginosa VIM-2 metallo-beta-lactamase | purified VIM-2, nitrocefin hydrolysis, epi-absorbance fluorescence | inhibition, % at 5.6 µM | actives 0.89% (n = 290,000) | AID 1527;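 active = inhibition above the mean of all tested compounds plus 3 SD, cutoff set per screening run, cut at about 7.5% in these data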;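 note: red hydrolysis product quenches plate fluorescence so inhibitors raise well fluorescence; 0% = enzyme with DMSO and 100% = DMSO without enzyme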
pCIP destab – compounds decreasing mouse p/CIP protein stability. decrease of EGFP signal, % at 10 µM. AID 1984. F442A p/CIP-EGFP cells, EGFP fluorescence, 16 h. Q05BA5. actives 0.01% (n = 290,000);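 active = EGFP signal decrease of at least 30% at 10 µM or well 3 SD below plate mean, unless failing retest; inactive = the rest, including hits failing retest or dose response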; note: some compounds called inactive have numbers as strong as hits; many of its hits are not listed in these tables
M18AAP inhibitor – blocks P. falciparum M18 aspartyl aminopeptidase; recombinant PfM18AAP, H-Glu-NHMec fluorogenic cleavage; inhibition, % at 7.35 µM; actives 1.2% (n = 290,000); AID 1822;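 active = inhibition above the campaign mean inhibition over all tested compounds plus 3 SD, cut at about 28% in these data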;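 note: 0% = plate median of test compound wells and 100% = 2 mM ZnCl2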
IMP-1 inhibitor – inhibitors of Pseudomonas aeruginosa IMP-1 metallo-beta-lactamase; purified IMP-1, nitrocefin hydrolysis, epi-absorbance fluorescence; inhibition, % at 5.6 µM; actives 0.45% (n = 290,000); AID 1556;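 active = inhibition above the mean plus 3 SD of all compounds in the same screening run, cut at about 4.5% in these data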;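 note: 0% = IMP-1 with DMSO and 100% = DMSO wells lacking enzyme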
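assay system = purified recombinant IMP-1 metallo-beta-lactamase enzyme | schedule = 15 min preincubation plus 25 min reaction at 25 °C | signal = Epi-absorbance fluorescence, 480 nm excitation, 530 nm emission | read-out basis = percent inhibition from optical density relative to buffer-blank wells | controls = IMP-1 with DMSO as 0%, enzyme-free DMSO as 100%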
IDE act – IDE (human) activation, cell-based; actives 0.073% (n = 340,000); HEK cells, FAbeta-B cleavage, fluorescence polarization; 0% vehicle, 100% cell-free pure enzyme wells; activation, % at 5.96 µM;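 active = activation above the mean of all tested compounds plus 3 SD, set per screening campaign, cut at about 17% in these data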
Target sequence (P14735 whole entry, looked up): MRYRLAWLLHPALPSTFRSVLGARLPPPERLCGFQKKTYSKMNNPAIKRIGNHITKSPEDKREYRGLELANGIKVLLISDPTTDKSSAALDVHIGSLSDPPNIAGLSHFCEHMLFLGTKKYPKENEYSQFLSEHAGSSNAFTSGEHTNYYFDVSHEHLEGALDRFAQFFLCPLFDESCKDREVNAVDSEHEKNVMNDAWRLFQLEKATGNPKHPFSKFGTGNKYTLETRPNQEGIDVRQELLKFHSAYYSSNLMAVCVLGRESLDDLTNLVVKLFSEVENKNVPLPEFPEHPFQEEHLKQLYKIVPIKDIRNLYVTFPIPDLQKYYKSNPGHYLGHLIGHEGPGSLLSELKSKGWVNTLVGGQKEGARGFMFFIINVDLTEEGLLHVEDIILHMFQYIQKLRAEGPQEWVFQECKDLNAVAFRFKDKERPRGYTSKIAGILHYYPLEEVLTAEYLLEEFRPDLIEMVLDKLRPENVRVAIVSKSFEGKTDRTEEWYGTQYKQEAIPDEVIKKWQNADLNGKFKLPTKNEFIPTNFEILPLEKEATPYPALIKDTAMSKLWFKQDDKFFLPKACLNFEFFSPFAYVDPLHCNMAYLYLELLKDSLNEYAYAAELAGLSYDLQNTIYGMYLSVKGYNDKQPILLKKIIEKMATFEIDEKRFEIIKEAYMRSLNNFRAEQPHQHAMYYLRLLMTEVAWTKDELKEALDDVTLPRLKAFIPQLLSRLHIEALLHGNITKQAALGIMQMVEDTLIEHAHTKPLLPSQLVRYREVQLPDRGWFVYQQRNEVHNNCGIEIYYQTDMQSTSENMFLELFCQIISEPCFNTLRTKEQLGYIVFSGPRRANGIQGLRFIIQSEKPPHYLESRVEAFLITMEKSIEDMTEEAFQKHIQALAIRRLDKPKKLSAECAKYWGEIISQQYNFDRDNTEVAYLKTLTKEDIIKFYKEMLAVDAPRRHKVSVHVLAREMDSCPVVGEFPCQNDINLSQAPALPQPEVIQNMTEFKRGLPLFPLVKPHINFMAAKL
IDE inh – cellular human IDE inhibition | actives 0.41% (n = 320,000) | HEK cells, FAbetaB cleavage, fluorescence polarization | inhibition, % at 5.59 µM | P14735;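 active = percent inhibition above the average of all tested compounds plus 3 SD, set per screening campaign, cut at about 16% in these data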;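 note: IDE supplied by intact live HEK cells; FP after avidin binding of uncleaved biotin substrate so inhibition keeps polarization high; 0% = DMSO wells and 100% = 60 µM reference IDE inhibitor Ii1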
SUMO HTRF inh – blocks human SUMOylation mediated by UBC9. P63279. actives 0.36% (n = 290,000). inhibition, % at 35 µM. HTRF SUMOylation assay, SAE1/SAE2 + UBC9, in vitro. AID 2006; in the data active = inhibition above about 50%, passing the limit was not always enough; note: strong numbers were not always called active
* marks the source's active call; other numbers are inactive results; x = not tested or not shown. An unsorted share of the library. Share with any hit: about 3.6%.

1. CCOC(=O)c1oc2ccc(S(=O)(=O)n3nc(-c4cc(OC)c(OC)c(OC)c4)cc3N)cc2c1C
2. CC(C)n1nnnc1SCC(=O)Nc1ccccc1N1CCOCC1
3. Cn1c(SCC(=O)c2ccc3c(c2)OCO3)nnc1-c1ccccn1
4. CC(=O)Nc1ccc(C(=O)N/N=C/c2cccnc2)cc1
5. CCOc1nnc(C)c2c(C)n(-c3cccc(Cl)c3)nc12
6. CCCCc1c(O)cc(C)[nH]c1=O
7. CCOC(=O)COn1c(=O)c(-c2ccc(OCC)cc2)[n+]([O-])c2ccccc21
8. CCOC(=O)c1ccc(CNC(=O)C2CCC(=O)N(Cc3cccc(OC)c3)C2)o1 (stereo unspecified)

Compound	1	2	3	4	5	6	7	8
DNA FID counter	-24	x	-10	-2	-11	-2	-18	-24
HCV NS3 hel inh	-8	x	1	6	0	0	2	10
VIM-2 inhibitor	-1.7	x	-4.6	-4.0	-1.1	-2.8	-2.6	-2.4
pCIP destab	-6	-7	-8	1	-20	-4	-3	-15
M18AAP inhibitor	-4	x	-4	-2	2	7	2	-12
IMP-1 inhibitor	-1.4	x	-1.2	-1.2	-1.7	-3.0	-0.6	-0.5
IDE act	1	5	4	7	1	-2	3	-4
IDE inh	3	-4	0	-4	3	2	0	2
SUMO HTRF inh	-23	23	4	8	-10	21	2	8

Whole records as entered above.
`CCOc1nnc(C)c2c(C)n(-c3cccc(Cl)c3)nc12` as listed: DNA FID counter: -11; HCV NS3 hel inh: 0; VIM-2 inhibitor: -1.1; pCIP destab: -20; M18AAP inhibitor: 2; IMP-1 inhibitor: -1.7; IDE act: 1; IDE inh: 3; SUMO HTRF inh: -10
`CCOC(=O)c1ccc(CNC(=O)C2CCC(=O)N(Cc3cccc(OC)c3)C2)o1` (stereo unspecified) as listed: DNA FID counter: -24; HCV NS3 hel inh: 10; VIM-2 inhibitor: -2.4; pCIP destab: -15; M18AAP inhibitor: -12; IMP-1 inhibitor: -0.5; IDE act: -4; IDE inh: 2; SUMO HTRF inh: 8
`Cn1c(SCC(=O)c2ccc3c(c2)OCO3)nnc1-c1ccccn1` as listed: DNA FID counter: -10; HCV NS3 hel inh: 1; VIM-2 inhibitor: -4.6; pCIP destab: -8; M18AAP inhibitor: -4; IMP-1 inhibitor: -1.2; IDE act: 4; IDE inh: 0; SUMO HTRF inh: 4

(next part)
9. CCSc1nc(-c2cccnc2)ccc1C#N
10. CCOC(=O)CNC(=O)CN1CCC(c2nc3ccccc3[nH]2)CC1
11. O=C(c1ccccc1F)N1CCN(c2ccc([N+](=O)[O-])c3cccnc23)CC1
12. O=C(NCc1cccnc1)/C(=C/c1ccc(-c2cccc(C(F)(F)F)c2)o1)NC(=O)c1ccccc1
13. COc1cccc(CN2C(=O)C(C)N(C(=O)c3ccccc3)c3ccccc32)c1 (stereo unspecified)
14. COc1ccc(C2CC(c3ccccc3)=NN2C(=O)COC(=O)c2nc3nccc(C)n3n2)cc1 (stereo unspecified)
15. Cc1ccc(C(=O)NCCc2sc(C)nc2C)cc1
16. O=C(CN1C(=O)NC(c2ccccc2)(c2ccccc2)C1=O)c1c[nH]c2ccccc12

Compound	9	10	11	12	13	14	15	16
DNA FID counter	-4	12	-8	-12	-33	-34	-4	-11
HCV NS3 hel inh	-5	5	-7	-10	-26	-6	4	-37
VIM-2 inhibitor	2.6	-0.1	-2.3	-3.4	-1.1	-0.9	-2.5	-1.9
pCIP destab	-11	-2	16	-9	-5	-17	-9	0
M18AAP inhibitor	-9	-12	4	-3	-5	3	0	4
IMP-1 inhibitor	-1.4	-1.0	-2.7	-5.3	-1.8	-1.1	-2.3	-2.8
IDE act	-6	6	-2	1	2	6	2	x
IDE inh	-2	-2	0	-3	-1	-2	1	-3
SUMO HTRF inh	9	-4	-18	-7	-7	9	12	-19

17. CN(C)CCN=Cc1c(O)n(Cc2ccccc2)c(=O)c2ccccc12
18. COc1ccc(C2N(c3cccc(Cl)c3)C(=O)C3CCCN32)cc1 (stereo unspecified)
19. Cc1cc(C)cc(Oc2cc(NC(=O)c3cn(C)nc3C)cc([N+](=O)[O-])c2)c1
20. O=[N+]([O-])c1ccc(NS(=O)(=O)c2cccc3cccnc23)cc1
21. Cn1c(C(=O)OC(C(=O)NCc2ccco2)c2ccncc2)cc2sccc21 (stereo unspecified)
22. Cc1ccc(C2=NS(=O)(=O)N(C)C(C(=O)NCc3ccccn3)=C2)cc1
23. CCCCSc1nc2sc3c(c2c(=O)[nH]1)CCC3
24. CCCn1c(=N)c(C(=O)NC2CCCC2)cc2c(=O)n3cccc(C)c3nc21

Compound	17	18	19	20	21	22	23	24
DNA FID counter	12	0	1	0	-18	-17	-1	8
HCV NS3 hel inh	0	-1	3	-3	4	2	8	2
VIM-2 inhibitor	-1.1	2.1	-2.6	-1.0	-1.4	-5.2	-2.7	1.5
pCIP destab	-11	-12	-3	1	15	2	0	4
M18AAP inhibitor	5	-1	8	5	3	-3	-9	3
IMP-1 inhibitor	-3.5	-5.3	-6.1	-3.1	-2.4	-4.6	-3.0	-4.1
IDE act	2	-2	-2	2	0	5	9	2
IDE inh	-3	2	6	4	1	-1	0	1
SUMO HTRF inh	34	10	-2	-4	3	0	11	24

25. Cc1ccc(COC(=O)c2nn(-c3ccccc3)nc2N)cc1
26. Cc1cc(C(=O)Nc2sc3c(c2C#N)CCCCC3)cs1
27. CCCCOc1ccc(N(CC(=O)NCc2ccccc2)C(=O)c2csnn2)cc1
28. COc1ccc(CNC(=O)C2CCN(C(=O)c3ccccc3)CC2)cc1
29. O=C(N/C=C/c1ccc(Cl)cc1)NCc1ccc(Cl)cc1
30. O=C(O)CCC(=O)NNC(=O)COc1ccc2ccccc2c1Br
31. Cc1ncsc1CCOC(=O)c1ccc(N2CCOCC2)c([N+](=O)[O-])c1
32. CC1CC(C)CN(CC(C)(C)NS(=O)(=O)c2ccc(Cl)cc2)C1 (stereo unspecified)

Compound	25	26	27	28	29	30	31	32
DNA FID counter	-14	-3	-42	-14	3	-10	-18	10
HCV NS3 hel inh	-19	8	11	-5	4	7	-1	-1
VIM-2 inhibitor	-0.3	0.1	-3.8	-2.9	0.3	-5.6	-1.2	-8.0
pCIP destab	-6	-11	-14	4	-6	-12	-5	-9
M18AAP inhibitor	-4	21	4	1	0	13	1	3
IMP-1 inhibitor	-2.3	-0.6	-1.4	-3.6	3.9	-2.7	-0.7	-4.8
IDE act	-4	4	-3	4	-3	x	2	-1
IDE inh	8	7	7	1	-5	1	-2	-2
SUMO HTRF inh	-7	-4	5	1	-30	11	2	7

33. CC(C)C(NC(=O)CN1C(=O)c2cccc3cccc1c23)C(C)C
34. C=CCc1c(C)nc(N)[nH]c1=O
35. CCOC(=O)C(CCSC)NC(=O)CN (stereo unspecified)
36. CC1CCN(C(=O)C2CCCN(S(C)(=O)=O)C2)CC1 (stereo unspecified)
37. O=C(OCC(=O)N1CCCc2ccccc21)c1cncc(Br)c1
38. CCC/C(O)=C1\C(=O)CCCC1=NCCc1c(C)[nH]c2ccccc12
39. O=C(Nc1cccc2ccccc12)OCc1cncs1
40. O=C(O)c1cc(-n2cccc2)ccc1N1CCOCC1

Compound	33	34	35	36	37	38	39	40
DNA FID counter	-26	-1	3	2	-18	-25	-4	-6
HCV NS3 hel inh	-5	-2	2	-5	1	-22	2	27
VIM-2 inhibitor	0.7	-3.6	-2.0	-2.3	-2.9	-0.3	-3.6	2.9
pCIP destab	10	-10	-12	9	2	-9	-5	-7
M18AAP inhibitor	6	2	4	-11	4	-1	-15	8
IMP-1 inhibitor	-3.1	0.1	-3.3	-0.9	-1.2	-2.3	-2.6	1.9
IDE act	3	3	5	-5	-2	4	5	x
IDE inh	3	-5	3	-1	0	-6	-2	2
SUMO HTRF inh	24	5	14	10	-5	8	8	14

41. C/C(CCc1ccco1)=N/NC(=O)CCC(=O)Nc1ccc(Br)cc1
42. CCOC(=O)NC(=O)/C(C#N)=C\Nc1sccc1C(=O)OC
43. COc1cc(/C=C2\CCc3ccccc3C2=O)cc(OC)c1OC
44. CCN1CCCCC(=N/O)/C(=N/O)CCCC1
45. O=C(Cn1cnc2ccccc21)N/N=C/c1ccccc1[N+](=O)[O-]
46. O=C(NCCCN1CCOCC1)C(=O)NCCc1ccccc1
47. CC(C)c1ccc(C(=O)NNC(=O)c2ccncc2)cc1
48. CCOC(=O)C1=C(c2ccccc2)O/C(=C(/C(=O)OC)C(F)(F)F)S1

Compound	41	42	43	44	45	46	47	48
DNA FID counter	-10	-4	-31	-1	-6	-1	-7	-12
HCV NS3 hel inh	8	6	-9	1	-3	-18	5	1
VIM-2 inhibitor	-1.7	7.7*	-2.0	-1.4	-0.8	-2.8	1.0	-3.8
pCIP destab	-9	-38	-2	8	-2	1	-7	-3
M18AAP inhibitor	6	20	13	-4	4	4	-6	-6
IMP-1 inhibitor	-2.8	9.1*	-2.0	-1.1	0.6	-2.6	1.4	-4.0
IDE act	-6	4	-1	0	2	7	8	2
IDE inh	3	-12	2	-3	3	2	0	-1
SUMO HTRF inh	12	17	-3	3	0	1	-1	-39

49. COc1ccc(C2CC(c3ccc(Cl)cc3Cl)n3nc(N)nc3N2)cc1 (stereo unspecified)
50. Cc1c(C(=O)N2CCOCC2)cc(C(C)(C)C)n1-c1ccccc1
51. CCOC(=O)N1CCC(N(CCN(C)C)C(=S)Nc2cccc(OC)c2)CC1
52. CCCC(=O)Nc1ccc2c(c1)nc1n2CCSC1
53. Cc1ccc(-n2nnnc2C(Cl)(Cl)c2nnnn2-c2ccc(C)cc2)cc1
54. O=[N+]([O-])c1nn(-c2cccc(Cl)c2)n(O)c1=NCc1cccnc1
55. CCN(CCNCC(O)COCc1ccc(Cl)cc1)c1cccc(C)c1 (stereo unspecified)
56. CCn1c(-c2cc(-c3ccccc3OC)nc3ccccc23)n[nH]c1=S

Compound	49	50	51	52	53	54	55	56
DNA FID counter	-27	-24	-2	0	-3	4	16	-8
HCV NS3 hel inh	-11	1	-8	-2	-2	9	-53	-2
VIM-2 inhibitor	-3.6	-1.9	-0.3	-0.1	-2.2	-2.6	-2.3	-2.8
pCIP destab	5	5	16	2	-5	-6	12	1
M18AAP inhibitor	1	2	-6	5	4	7	4	5
IMP-1 inhibitor	-1.0	-0.6	0.2	-0.1	-3.3	0.2	-3.0	-2.6
IDE act	5	3	3	-1	-25	6	15	-23
IDE inh	0	-3	0	9	8	-2	-4	16*
SUMO HTRF inh	5	8	-2	20	22	9	7	13

An excerpt from above with just VIM-2 inhibitor, DNA FID counter and HCV NS3 hel inh:
entry | SMILES | VIM-2 inhibitor | DNA FID counter | HCV NS3 hel inh
49 | COc1ccc(C2CC(c3ccc(Cl)cc3Cl)n3nc(N)nc3N2)cc1 (stereo unspecified) | -3.6 | -27 | -11
53 | Cc1ccc(-n2nnnc2C(Cl)(Cl)c2nnnn2-c2ccc(C)cc2)cc1 | -2.2 | -3 | -2
56 | CCn1c(-c2cc(-c3ccccc3OC)nc3ccccc23)n[nH]c1=S | -2.8 | -8 | -2
